Screens deposited in PubChem BioAssay by National Center for Advancing Translational Sciences (NCATS).
AMA1-RON2 inh: AMA1-RON2 (P. falciparum) interaction inhibition. AlphaScreen AMA1-biotinylated RON2 peptide binding. Potency, µM (series often up to 58.2 µM), inactives show at the top dose activity change, negative = inhibition, actives largely listed as inhibitors. actives 0.2% (n = 360,000). AID 720542;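 note: potency is the fitted concentration of half-maximal effect; 0% = vehicle wells and -100% = peptide control; nearly all actives have a fitted effect of over 45% in size; some results filed as inactive show a strong effect at the top dose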
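AMA1 (3D7) with his tag at 25 nM final met compounds first, then biotinylated RON2 peptide at 25 nM; detection used donor plus acceptor beads, 10 µg/mL apiece, read by AlphaScreen after 30 min at room temperature.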
HCV inh: inhibitors of hepatitis C virus infection. AID 651820. actives 3.4% (n = 340,000). Potency, µM (series often up to 41.8 µM), for the others: at the highest dose activity change, negative = inhibition, hits mostly inhibitors. Huh7.5.1 HCVcc-Cre infection, luciferase reporter, 44 h; note: potency is the fitted concentration of half-maximal effect
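Compounds are dispensed onto cells plated 4 h earlier at 1,000 per well, with HCVcc-Cre virus (about 0.5 moi) added next. Following 44 h of culture, luminescent signal is measured for 15 sec after 15 min with substrate at room temperature.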
TbPYK inhibitor: inhibitors of Trypanosoma brucei pyruvate kinase; Q57TT1; TbPYK enzyme, Kinase-Glo Plus ATP luminescence, 45 min; Potency, µM (series often up to 76.8 µM), for inactives: at the top dose activity, negative = inhibition, actives largely listed as inhibitors; actives 0.12% (n = 410,000); AID 624173; note: potency is the fitted concentration of half-maximal effect; nearly all actives have a fitted effect of over 50% in size
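Glycolytic pyruvate kinase of T. brucei was incubated with substrate, test compound and 130 uM ADP for 45 minutes at room temperature. Luminescent Kinase-Glo Plus signal was measured after 10 minutes.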
HCMV antiviral: blocks human cytomegalovirus replication. HFF cells, HCMV-luciferase reporter, 72 h; active compounds read low. activity change, negative = inhibition, % at 57.5 µM. actives 4.5% (n = 410,000). AID 1259415; in the data active = activity change below about -60%; inconclusive = no clear call, values can overlap the other calls; inactive = above about -39%
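After 16 h attachment at 37C, HFF cells received test compound and HCMV-luciferase (1 PFU/cell); reporter luminescence read 72 h later, data normalized against buffer-only and known inhibitor Salinomycin.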
AmpC detergent: inhibitors of E. coli AmpC beta-lactamase with detergent. AmpC hydrolysis of nitrocefin, absorbance 480 nm, 0.01% Triton. Potency, µM (titrated, usually from 114 µM), for inactives: at the highest dose activity change, negative = inhibition, actives largely listed as inhibitors. actives 0.041% (n = 370,000);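 note: potency is the fitted concentration of half-maximal effect; 0% = no-compound wells and -100% = no-enzyme wells; nearly all actives have a fitted effect of over 25% in size; some results filed as inactive show a strong effect at the top dose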
Target sequence (P00811 whole entry, looked up): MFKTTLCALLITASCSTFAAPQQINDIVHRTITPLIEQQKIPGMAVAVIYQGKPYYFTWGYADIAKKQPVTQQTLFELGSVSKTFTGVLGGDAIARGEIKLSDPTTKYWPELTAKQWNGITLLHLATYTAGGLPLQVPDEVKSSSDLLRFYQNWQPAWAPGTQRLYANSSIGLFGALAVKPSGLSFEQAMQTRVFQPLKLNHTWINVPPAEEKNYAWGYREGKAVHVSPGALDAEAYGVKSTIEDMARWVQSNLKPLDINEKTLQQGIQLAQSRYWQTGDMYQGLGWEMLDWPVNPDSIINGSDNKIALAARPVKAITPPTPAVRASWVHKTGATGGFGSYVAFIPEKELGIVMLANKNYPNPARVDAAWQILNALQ
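AmpC (5.3 nM in the dispensed reagent) in 20 mM phosphate pH 7.0 with 0.01% (detergent screen) or 0.0001% Triton X-100 was preincubated with compounds for 15 min at room temperature. Nitrocefin was then added from an 800 uM solution, and hydrolysis was followed at 480 nm.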
LmPK inhibitor: blocks Leishmania mexicana pyruvate kinase activity; Q27686; actives 0.37% (n = 290,000); AID 1721; Potency, µM (highest dose often 57.5 µM), for inactives: at the highest dose activity change, negative = inhibition, actives largely listed as inhibitors; purified LmPK, Kinase-Glo ATP luminescence, 1 h; note: potency is the fitted concentration of half-maximal effect
Target sequence (Q27686 whole entry, looked up): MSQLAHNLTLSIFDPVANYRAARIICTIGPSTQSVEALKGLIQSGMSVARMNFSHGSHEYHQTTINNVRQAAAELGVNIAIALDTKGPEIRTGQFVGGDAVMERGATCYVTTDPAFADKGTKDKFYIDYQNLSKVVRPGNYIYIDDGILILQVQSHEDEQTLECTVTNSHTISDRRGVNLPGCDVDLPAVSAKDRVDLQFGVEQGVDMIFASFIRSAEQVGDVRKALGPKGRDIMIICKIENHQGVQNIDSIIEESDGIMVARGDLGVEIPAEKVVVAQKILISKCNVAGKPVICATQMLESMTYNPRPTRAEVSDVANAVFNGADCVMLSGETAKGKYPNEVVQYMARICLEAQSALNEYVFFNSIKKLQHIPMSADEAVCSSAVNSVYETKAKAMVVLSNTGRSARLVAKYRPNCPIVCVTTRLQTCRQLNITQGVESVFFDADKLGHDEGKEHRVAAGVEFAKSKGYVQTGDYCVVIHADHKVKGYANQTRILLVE
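ATP generated from ADP (0.1 mM) and PEP (0.5 mM) by 0.1 nM LmPK over 1 h at room temperature (pH 7.2 imidazole buffer) was detected by coupled luciferase luminescence. Values were normalized to uninhibited and no-enzyme wells.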
AmpC inh no detg: inhibitors of E. coli AmpC beta-lactamase without detergent. AmpC nitrocefin hydrolysis, absorbance 480 nm, 0.0001% Triton. Potency, µM (series often up to 57.1 µM), for inactives: at the highest dose activity change, negative = inhibition, most hits filed as inhibitors. actives 0.52% (n = 330,000). AID 485341;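 note: potency is the fitted concentration of half-maximal effect; plate controls were no compound for no effect and no enzyme for full effect; nearly all actives have a fitted effect of over 20% in size; some results filed as inactive show a strong effect at the top dose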
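20 mM phosphate pH 7.0 + 0.01% (detergent screen) or 0.0001% Triton X-100; 5.3 nM AmpC reagent; cpd preinc 15 min RT; nitrocefin (800 uM stock) to start; A480 q20 s × 4 min; Activity was normalised to no-enzyme and no-compound control wells.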
* marks the source's active call; other numbers are inactive results; ? = inconclusive; · = not tested or not shown; & = joins results of further samples; [ ] = another dose, or the depositor's remark. Unless noted, calls come from the whole dose curve; as a rule, active = well fitted curve in the direction sought with a large enough effect; inconclusive = small, poorly fitted or top-dose-only effect, or another doubt; inactive = no such curve, though single readings can be large; an effect the other way counts as inactive or inconclusive. Unless noted, % is set by controls: 0 for no effect and ±100 for the full control effect.

SMILES	AMA1-RON2 inh	HCV inh	TbPYK inhibitor	HCMV antiviral	AmpC detergent	LmPK inhibitor	AmpC inh no detg
O=C1C=CC(=O)N1CCNc1ncc(C(F)(F)F)cc1Cl	-4%	?	?	-96*	?	2%	-13%
COc1cccc(CN2CC(C(=O)NCCCc3ccncc3)CCC2=O)c1 (stereo unspecified)	6%	·	-9%	32	6%	-4%	4%
CC(=O)c1ccc(Nc2nc3c(S(=O)(=O)c4ccccc4)nnn3c3ccc(Cl)cc23)cc1	·	·	-3%	-12	0%	·	·
CCn1c(SCC(=O)NC(=O)NCc2ccco2)nnc1-c1cccs1	0%	-3%	-1%	-31	2%	0%	0%
O=C1CCc2cc(S(=O)(=O)NCc3ccc(F)cc3)cc3c2N1CC3	3%	-6%	4%&-1%	9&3	0%&0%	·	-9%
COc1ccc(CC(=O)NC(C)(C)C)cc1S(=O)(=O)N1CCOCC1	-2%	9%	-9%	-16	-5%	-2%	-11%
CC1CN(S(=O)(=O)c2cccc(C(=O)OCC(=O)N3CCCCCC3)c2)CC(C)O1 (stereo unspecified)	-3%	-15%	2%	17	·	·	69%[activator]
CC12CCC(O)CC1CCC1C2CCC2(C)C(C3=CC(=O)OC3)C(O)CC12O (stereo unspecified)	-7%	?	0%	-97*	·	·	·
COC(=O)c1ccc(Nc2cc(C)nc3ccccc23)cc1	-3%	-22%	-6%	10	8%	-3%	-21%
CC1Cc2nc(SCC(=O)Nc3ccc(F)cc3)n(C)c(=O)c2S1 (stereo unspecified)	-8%	?	1%	?	-1%	4%	45%[activator]
CC(NC(=O)C(c1ccccc1)c1ccccc1)C(=O)N1CCCCC1 (stereo unspecified)	0%	15%	5%	23	?	2%	-1%
CCOC(=O)c1c2c(c(=S)n(-c3ccccc3)c1N)CCC2	10%	?	-20%	-3	-3%	10%	0%
CC(C)N1C(=O)CSC1c1ccc(Br)cc1 (stereo unspecified)	6%	5%	4%	6	-1%	1%	-1%
Fc1ccc(-n2nnc(-c3nccs3)n2)cc1	3%	-3%	-20%	64	-6%	14µM*	-17%
O=S(=O)(c1ccc(Br)cc1)N1CCCN(Cc2cccc(F)c2)CC1	5%[11.6 µM]	-8%	0%	0	?	1%	-14%
CCOC(=O)c1ccccc1NC(=O)CSc1nnc(Cc2cccn2C)n1-c1ccc(F)cc1	-1%	16%	0%	23	?	4%	106%[activator]
Cc1cc(C)c(S(=O)(=O)N2CCOC2CNC(=O)C(=O)NCCc2ccc(S(N)(=O)=O)cc2)c(C)c1 (stereo unspecified)	1%	-17%	-1%	-17	-1%	0%	-1%
CC(C)(C)OC(=O)NC1CONC1=O (stereo unspecified)	-14%	3%	-3%	-19	?	2%	-14%
CN(CC(=O)Nc1cccc(F)c1)C(=O)c1ccccc1-n1cnnn1	-12%	10%	1%	5	0%	·	-6%
COc1ccc2c(c1OC)C(=O)N1C2SC[C@H]1C(=O)NC1CCCCC1 (stereo partly specified)	-3%	?	0%	33	?	-4%	34%[activator]
CCOCCCNC(=O)COc1ccc(OC)cc1	7%	14%	0%	52	?	-3%	-14%
Cc1cc(NC(=O)C(Cl)Cl)cc2c1OCO2	-27%	10%	5%	-9	·	·	·
O=C(COC(=O)C1(c2ccccc2F)CCCC1)NCc1ccc2c(c1)OCO2	-11%	?	-2%	-60*	?	0%	-2%
CCCCn1c(SCC(=O)Nc2cc(C(F)(F)F)ccc2Cl)nnc1C(CC)N(C)C (stereo unspecified)	-22%	?	0%	?	4%	3%	337%[activator]
O=C(N/N=C/c1ccc(-c2ccccc2Cl)o1)c1ccccc1	15%	13µM*	3%	-33	6%	-4%	-42%
Cc1c(C(=O)Nc2nc3ccccc3[nH]2)oc2ccccc12	48%[activator]	?	62%[activator]	-5	-9%	-12%	-60%
c1ccc(Oc2cccc(OCCn3cncn3)c2)cc1	17%	-21%	2%	-24	-1%	-14%	-4%
Cc1cccc(-c2nc(CSCC(=O)NCCCN3CCOCC3)c(C)o2)c1	3%	?	-1%	11	-9%	-4%	82%[activator]
Cc1ccc(N(CCC#N)C(=O)CCl)cc1C	-5%	10µM*	-7%	-100*	3%	1%	-18%
CCc1ccc(S(=O)(=O)Nc2cccc(-c3ccc(OC)nn3)c2)s1	·	·	1%	-37	-4%	·	·
CC(C)(C)C(CN1CCCC1)OC(=O)c1ccccc1 (stereo unspecified)	14%	0%	0%	16	-1%	-2%	-4%
CCOc1ccc(S(=O)(=O)N(CC)CC)cc1N	-12%	10%	-2%	-81*	-13%	-4%	-18%
Cc1ccccc1NC(=O)c1c(NC(=O)c2ccccc2)sc2c1CCC2	·	·	-1%	21	13%	·	·
CCCNC(=O)c1ccc(N2CCC3(CC2)CC(c2ccccc2)=NO3)c(NC(=O)c2ccccc2)c1	0%	-14%	1%	-10	-11%	0%	1%
CC(=O)Nc1cccc(-c2csc(Nc3cccc(C)n3)n2)c1	-4%	?	0%	58	-14%	-9%	13%
Cc1cccc(C(=O)Nc2ccc(N3CCN(c4ccc(C(F)(F)F)cn4)CC3)nc2)c1	21%	16%	5%	-32	-3%	-2%	-15%
CC(C)c1[nH]nc2c1C(c1ccco1)C(C#N)=C(N)O2 (stereo unspecified)	-9%	17%	-8%	63	6%	4%	-29%
CC1CC[C@@]2(OC1)O[C@H]1CC3[C@@H]4C[C@@H](O)[C@@]5(O)C[C@@H](O)[C@H](O)C[C@]5(C)[C@H]4CC[C@]3(C)[C@H]1[C@@H]2C (stereo partly specified)	-3%	7%	3%	-27	-6%	-11%	-5%
O=C(c1ccc(Cn2c(=S)[nH]c3ccc(N4CCOCC4)cc3c2=O)cc1)N1CCN(c2ccc(F)cc2)CC1	35%[activator]	?	-8%	-13	5%	-1%	89%[activator]
CSCC[C@H](NC(=O)c1cc([N+](=O)[O-])ccc1Cl)c1nc2ccccc2[nH]1	3%	?	-3%	-17	?	1%	-18%
COc1ccc(N(CC(=O)N2CCN(Cc3ccccc3)CC2)S(C)(=O)=O)c(OC)c1	-8%	14%	2%	15	-12%	-3%	38%
CCCC(C)NC(=S)Nc1cc(C)cc(C)c1 (stereo unspecified)	-14%	22%	3%	8	?	4%	-12%[2.29 µM]
N#Cc1cnn2cc(CCN3CCOCC3)c(-c3ccc(F)cc3)nc12	18%	12%	1%	-16	10%	-3%	-14%
COC1OC2COC(c3ccccc3)OC2C(OC(=O)c2ccccc2)C1OC(=O)c1ccccc1 (stereo unspecified)	13%	-15%	6%	17	·	·	·
CCCn1c(=O)c2sccc2n2c(CCCC(=O)N3CCN(c4ccccc4OC)CC3)nnc12	·	·	-6%	-30	11%	·	·

Four consecutive compounds already listed:
SMILES	AMA1-RON2 inh	HCV inh	TbPYK inhibitor	HCMV antiviral	AmpC detergent	LmPK inhibitor	AmpC inh no detg
Cc1ccccc1NC(=O)c1c(NC(=O)c2ccccc2)sc2c1CCC2	·	·	-1%	21	13%	·	·
CCCNC(=O)c1ccc(N2CCC3(CC2)CC(c2ccccc2)=NO3)c(NC(=O)c2ccccc2)c1	0%	-14%	1%	-10	-11%	0%	1%
CC(=O)Nc1cccc(-c2csc(Nc3cccc(C)n3)n2)c1	-4%	?	0%	58	-14%	-9%	13%
Cc1cccc(C(=O)Nc2ccc(N3CCN(c4ccc(C(F)(F)F)cn4)CC3)nc2)c1	21%	16%	5%	-32	-3%	-2%	-15%

(cont.)
SMILES	AMA1-RON2 inh	HCV inh	TbPYK inhibitor	HCMV antiviral	AmpC detergent	LmPK inhibitor	AmpC inh no detg
Cc1cccnc1C(NC(=O)C1CCN(CCOc2ccc(F)cc2)CC1)c1ccc(F)cc1 (stereo unspecified)	-5%	·	6%	4	·	·	·
N#CC1CCCc2c1[nH]c1ccc([N+](=O)[O-])cc21 (stereo unspecified)	-2%	?	-3%	-32	-13%	7%	-23%
O=C(N/N=C/c1cc([N+](=O)[O-])ccc1O)C(O)(c1ccccc1)c1ccccc1	55%[activator]	9%	-1%	-3	3%	-2%	-42%
c1ccc(C2c3[nH]c4ccccc4c3CCN2Cc2cccn2-c2ccccn2)nc1 (stereo unspecified)	40%[activator]	?	2%	10	2%	5%	74%[activator]
COC(=O)[C@@]1(Cc2ccc(F)cc2)[C@H]2c3cc(C(=O)N4CCCC4)n(C[C@H](O)CO)c3C[C@H]2CN1C(=O)c1ccccc1	3%	·	-9%	6	·	·	·
Cc1c(NC(=O)Nc2ccc(C#N)cc2)c(=O)n(-c2ccccc2)n1C	5%	14%	2%&0%	35&14	8%&-5%	5%	-8%
O=C1Nc2ccc(Br)cc2C1Cc1ccccc1F (stereo unspecified)	-4%	-14%	-5%	-25	-1%	-5%	-10%
CCCCN(C(=O)c1cc(CC)c(C)s1)c1c(N)n(CCC)c(=O)[nH]c1=O	2%	7%	2%	-9	-4%	·	-24%
O=C(O)C(Cc1cc2ccccc2[nH]1)N1C(=O)C2CC=C(Cl)CC2C1=O (stereo unspecified)	1%	21%&0%	-10%	-11	-7%	-4%	-23%
COC(=O)c1cc(S(=O)(=O)N2CCN(c3cccc(C)c3)C(C)C2)cn1C (stereo unspecified)	·	·	2%	-9	3%	·	·
Nc1ncn(C2O[C@H](CO)[C@@H](O)[C@H]2O)c(=O)n1 (stereo partly specified)	·	7%	·	·	?	·	-2%
O=C(Nc1ccc2nc(-c3cccs3)[nH]c2c1)c1cccs1	-20%	13µM*	8%	?	?	0%	-41%
CC1=[N+]([O-])C(C)(C)CC(C)(C)c2ccccc21	21%	9%	2%	24	?	-2%	-12%
Cn1c(-c2ccsc2)c(-c2cccs2)c2cc(-c3ccc4[nH]ccc4c3)ccc21	-9%	?	-4%	-9	-1%	·	-25%
CC(Oc1ccc(Cl)cc1)C(=O)NCC1CCCO1 (stereo unspecified)	-12%	-9%	-2%	4	1%	1%	-10%
Cc1ccc(-n2nc(CO)c(C(=O)NCCC(C)C)n2)cc1C	·	·	-1%	-36	-5%	·	·
O=C(CSc1ncnc2c1cnn2-c1cccc(Cl)c1)NCC1CCCO1 (stereo unspecified)	14%	?	-8%	-18	-4%	-1%	1%
